Dengue-2 NS5 capping – Dengue-2 NS5 methyltransferase inhibitors, primary screen, biochemical, confirmation dose response (AID 588689); Dengue-2 NS5 methyltransferase capping enzyme assay, biochemical; higher % means a stronger effect; inhibition, % at 25 µM, or IC50 in µM where a hit was titrated; actives 0.3% (n = 340,000); in the data active means a potency from the dose series; inconclusive means inhibition above about 29% without an active follow-up result
Rac1 GTP hydrolysis – MgcRacGAP GTPase-activating activity inhibitors, confirmation, biochemical, ADP Hunter fluorescence. MgcRacGAP-stimulated Rac1 GTP hydrolysis, ADP Hunter fluorescence; higher % means a stronger effect; GST-tagged Rac1 F28L mutant substrate. one-dose inhibition, % at 30 µM; IC50 in µM for titrated hits. actives 0.6% (n = 340,000). AID 624330;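 active means first-screen hits whose inhibition reached a set limit at any dose in the follow-up dose series; inconclusive means inhibition above the set first-screen limit but never retested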;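 further: fluorescence reports GDP produced by GAP-driven GTP hydrolysis; strong numbers were not always called active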
XIAP antagonists – small molecules displacing peptide from XIAP – biochemical, IAP family, fluorescence polarization (AID 1018); actives 0.007% (n = 200,000); XIAP BIR domain, fluorescence polarization peptide displacement; higher % means a stronger effect; displacement, % at 20 µM, or IC50 in µM where a hit was titrated; in the data active means displacement above about 50%; further: a part of the inactive calls stands beside numbers as strong as those of hits
SV40 large T antigen – SV40 large T antigen inhibitors, biochemical (AID 1903) | SV40 large T antigen ATPase/helicase inhibition assay; higher % means a stronger effect | one-dose inhibition, % at 20 µM; IC50 in µM for titrated hits | actives 0.39% (n = 310,000); in the data active means a potency from the dose series; inconclusive means inhibition mostly from about 32% at the one dose, without a potency; inactive means the rest, 99 in 100 with inhibition below about 32%; further: strong numbers were not always called active
LYP phosphatase – PTPN22 lymphoid phosphatase activity blockers – biochemical, fluorescence intensity, uHTS (AID 1779). recombinant LYP phosphatase, fluorescence intensity; higher % means a stronger effect. inhibition, % at 11.5 µM, or IC50 in µM where a hit was titrated. actives 0.054% (n = 290,000); in the data active means inhibition above about 50%;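 further: plate controls were vehicle with enzyme for no effect and no enzyme for full effect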
HIV fusion peptide – cell-free HIV fusion peptide-binding blockers – biochemical, uHTS, fluorescence dequenching, primary screen (AID 1986). actives 0.3% (n = 290,000). cell-free peptide binding, fluorescence dequenching, 30 min; higher % means a stronger effect. one-dose inhibition, % at 20 µM; IC50 in µM for titrated hits; in the data active means inhibition mostly above about 52%, no sharp cut-off; inactive means mostly below about 76%; further: some results filed as inactive read as strong as hits
Siah-1 displacement – blockers of Siah-1 interaction with plectin peptide – biochemical, fluorescence polarization, rhodamine-plectin, uHTS, primary screen (AID 1817). Siah-1 / rhodamine-plectin peptide fluorescence polarization; higher % means a stronger effect. actives 0.02% (n = 290,000). one-dose displacement, % at 20 µM; IC50 in µM for titrated hits;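 active means displacement of at least 50% at 20 µM, with a fluorescence ratio check between 0.3 and a set limit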;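 further: plate controls were Siah plus tracer with DMSO for no effect and tracer alone without Siah for full effect; strong numbers were not always called active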
RSV CPE inhibition – inhibition of RSV-induced cytopathic effect – HEp-2 cells, primary 10 µM value included (AID 2391). actives 0.13% (n = 310,000). one-dose CPE inhibition, % at 10 µM; IC50 in µM for titrated hits. HEp-2 cells, RSV-induced CPE inhibition; higher % means a stronger effect; in the data active means a potency from the dose series; inconclusive means CPE inhibition mostly from about 23% at the one dose, without a potency; inactive means the rest, 99 in 100 with CPE inhibition below about 21%; further: strong numbers were not always called active
AID2073 – inhibitors of Mint1-CaV2.2 protein interaction, biochemical, HTRF (AID 2073). actives 0.19% (n = 290,000). inhibition, % at 20 µM; hits with a dose series show IC50 in µM. HTRF protein-protein interaction, Mint1-CaV2.2; higher % means a stronger effect; in the data active means inhibition mostly above about 51%, no sharp cut-off; inconclusive means no clear call, values can overlap the other calls; inactive means mostly below about 53%; further: some results filed as inactive read as strong as hits
Dengue-2 NS5 capping pilot replicate – second read-out of Dengue-2 NS5 capping, no call of its own (marks repeat the call); inhibition, %; measured here: pilot screen replicate inhibition
Starred values were filed as active, the others as inactive; ? = inconclusive; . = not tested or not shown.

SMILES	Dengue-2 NS5 capping	Rac1 GTP hydrolysis	XIAP antagonists	SV40 large T antigen	LYP phosphatase	HIV fusion peptide	Siah-1 displacement	RSV CPE inhibition	AID2073	others
CCOc1ccc2nc(N3CCC(C(=O)N4CCN(c5ccccn5)CC4)CC3)sc2c1	1%	10%	-3.5%	-2%	-4%	-0.8%	5%	-0.3%	-5%
COc1ccc(Cl)cc1C(=O)Nc1cccnc1Cl	.	0%	.	4%	-9%	3.8%	7%	12%	-19%
COc1ccc(-c2oc(NC(=O)c3ccc(C)cc3)c(C#N)c2-c2ccc(OC)cc2)cc1	-1%	12%	0.6%	-6%	1%	-1.1%	2%	9.4%	24%
COc1cc(CNCC(O)c2ccccc2)ccc1OCc1ccc(Cl)nc1 (stereo not drawn)	-4%	0%	-10%	8%	-10%	-0.7%	-5%	-3.1%	-2%
CCOC(=O)C1=C(C)N(CCCC(=O)O)C(=O)NC1c1cccs1 (stereo not drawn)	-2%	6%	.	10%	.	.	.	2.5%	.
Cc1ccc(SCc2ccc(C(=O)N3CCCCC3)cc2)cc1	-15%	4%	0.6%	1%	0%	-0.1%	9%	1.6%	-6%
C(=C\c1ccccc1)/CSc1nnc(-c2cccnc2)o1	-8%	5%	2.3%	7%	-8%	-2.1%	2%	1.1%	-6%
Cc1cc(C)cc(COc2ccc3c(C)c(CC(=O)O)c(=O)oc3c2C)c1	0%	4%	.	29%	-9%	7.8%	4%	2.9%	15%
COc1cccc(C2NC(=O)NC(C)=C2C(=O)Nc2ccc(C)cc2)c1 (stereo not drawn)	3%	12%	-5.8%	2%	-3%	1.1%	3%	2.6%	33%
CCCn1c(C)nc2c(c1=O)c1nc3ccccc3nc1n2CCC1=CCCCC1	-1%	5%	-4.1%	5%	-2%	1.5%	4%	8.5%	6%
C=Cc1ccc(C(=O)N2CCCC(CCC(=O)N3CCN(c4ccccn4)CC3)C2)cc1 (stereo not drawn)	-2%	6%	.	10%	-8%	0.9%	13%	0.7%	8µM*
CCC(CC)NC(=O)Nc1ccccc1C(F)(F)F	-8%	4%	.	13%	-8%	-1.3%	2%	-0.4%	-15%
Cn1nc(C(C)(C)C)cc1C(=O)Nc1nc2c(s1)C(=O)CC(C)(C)C2	-3%	1%	-13%	7%	0%	-4.0%	2%	-1.1%	10%
COc1cc(C(C)=O)ccc1COc1ccc(C(=O)O)cc1OC	11%	9%	.	9%	4%	2.1%	-1%	0.3%	10%
Fc1ccc(NC(=S)N2CCOCC2)c(F)c1	3%	7%	.	8%	-6%	1.0%	0%	6.8%	-24%
COc1ccc(Cn2c(CO)cnc2SCC(=O)Nc2cccc(NC(C)=O)c2)cc1	-8%	-1%	.	10%	-7%	0.2%	-2%	0.5%	-15%
COC(=O)c1cc(OC)c(OC)cc1NC(=O)C1CCCO1 (stereo not drawn)	-2%	11%	-5.8%	-7%	-12%	-0.9%	-6%	0.5%	3%
CCCC1=NN2C(=N)/C(=C\c3cc(C)n(-c4cc(C)cc(C)c4)c3C)C(=O)N=C2S1	6%	-4%	-8.1%	2%	9%	32%	1%	21%	19%
COc1cccc(NC(=O)C(c2ccccc2)N2CCCCC2)c1 (stereo not drawn)	-9%	10%	-5.6%	6%	-3%	-1.9%	5%	-0.4%	37%
CC(COc1ccc(/C=C/c2ccccc2)cc1)[N+](C)(C)C (stereo not drawn)	1%	8%	.	20%	.	.	.	3.0%	.
O=C(Nc1ccc(Nc2ccccc2)cc1)N1CCOCC1	0%	?	-1.6%	7.4µM*	-6%	-0.9%	4%	2.2%	-8%
Oc1cccc2ccc(/C=C/c3ccc(Br)s3)nc12	-6%	6%	-6.6%	-1%	-1%	5.8%	-16%	4.5%	38%
COc1ccc(/C=C\c2cc(OC)c(OC)cc2CC[N+](C)(C)C)cc1OC	-1%	7%	-4.1%	11%	-5%	0.3%	-2%	-0.7%	4%
Cc1cc(C(=O)NCc2ccccc2Cl)c2ccccc2n1	-6%	5%	.	15%	-5%	1.4%	-3%	2.2%	-3%
Cc1nnc(NCCc2ccccc2)c2ccccc12	-7%	8%	.	7%	-5%	-0.5%	1%	6.1%	-1%

Remaining list, next part
SMILES	Dengue-2 NS5 capping	Rac1 GTP hydrolysis	XIAP antagonists	SV40 large T antigen	LYP phosphatase	HIV fusion peptide	Siah-1 displacement	RSV CPE inhibition	AID2073	others
CCOC(=O)N1CCC(N2Cc3cccc(C(=O)NCc4ccccn4)c3C2=O)CC1	2%	10%	-28%	3%	-8%	-1.1%	4%	0.1%	-4%
CSc1nc(=S)n(-c2cc(C)ccc2C)c(C)c1C(C)=O	-5%	.	.	10%	-3%	2.7%	2%	1.5%	8%
Cc1ccc(S(=O)(=O)NC(C(=O)OCC(=O)NC2CCS(=O)(=O)C2)C(C)C)cc1 (stereo not drawn)	2%	-10%	7.0%	8%	-1%	-1.4%	-2%	0.6%	-1%
O=C(O)C1CCCCC1C(=O)NCCC(c1ccccc1)c1ccccc1 (stereo not drawn)	3%	6%	-1.2%	2%	-1%	1.6%	2%	2.3%	18%
COC(=O)CC1c2ccccc2S(=O)(=O)N1Cc1ccccc1 (stereo not drawn)	-1%	9%	.	7%	-10%	1.8%	12%	-0.5%	-7%
COc1ccc(Br)cc1S(=O)(=O)NCCN1CCOCC1	2%	2%	-6.7%	1%	-12%	1.3%	-5%	-0.2%	-1%
CN=C(Nc1ccc2c(c1)OCO2)SC1CC(=O)N(c2ccccc2)C1=O (stereo not drawn)	-3%	12%	-5.5%	6%	-3%	-0.3%	-8%	-0.3%	-3%
CCOc1ccccc1C(=O)N1CCN(C(c2ccccc2)c2ccccc2)CC1	-6%	4%	-2.8%	12%	-2%	-0.2%	-2%	19%	-8%
COc1ccccc1C(=O)NCC(=O)Nc1ccccc1	0%	17%	-6.2%	-8%	6%	1.8%	2%	1.6%	-3%
CCC(Cc1ccccc1)NS(=O)(=O)c1ccc2c(c1)NC(=O)C(C)S2 (stereo not drawn)	-10%	13%	.	10%	1%	-1.6%	-4%	2.5%	8%
Cc1ccc(S(=O)(=O)N2CCCC(C)C2)cc1 (stereo not drawn)	0%	7%	.	0%	-8%	-0.9%	-4%	0.6%	6%
CCOC(=O)c1ccc(N2Cc3ccccc3C2=N)cc1	-26%	6%	-6.9%	0%	-1%	1.2%	0%	-0.5%	9%
Cc1cc(S(=O)(=O)NC(C)C)ccc1OCC(=O)Nc1ccc2c(c1)OCCO2	5%	2%	-6.9%	15%	0%	-0.5%	0%	-0.2%	8%
O=C(C(Cl)c1ccccc1)N1CCOCC1 (stereo not drawn)	-2%	5%	.	-1%	-6%	-1.8%	-1%	1.2%	4%
COc1cc(C(=O)OCC(=O)N2c3ccccc3NC(=O)C2(C)C)ccc1OCC(C)C	-11%	1%	.	-3%	.	.	.	-2.0%	.
NS(=O)(=O)c1ccc(CCNC(=O)/C=C/c2ccccc2[N+](=O)[O-])cc1	-1%	9%	-7.4%	4%	-3%	1.8%	4%	-0.4%	6%
Cc1ccc(NC(=O)CC2SC3=NCCCN3C2=O)c(C)c1 (stereo not drawn)	?	10%	-2.3%	8%	-2%	19%	4%	4.2%	20%
CCOC(=O)C1=NN(C(=O)Nc2ccc(OC)cc2)C2C(=O)N(c3cccc(C(F)(F)F)c3)C(=O)C12 (stereo not drawn)	1%	2%	-3.8%	1%	-2%	1.3%	1%	-0.7%	7%
O=C1CN(c2ccccc2F)C(=O)CN1c1ccccc1F	-2%	6%	-7.4%	8%	-2%	0.7%	1%	1.8%	13%
CCCN1CCC(NC(=O)c2cccc(Oc3ccccc3)c2)CC1	2%	9%	.	-1%	-8%	0.8%	-1%	-0.5%	-8%
O=C(O)c1cc(-c2cccc3ccccc23)nc2ccccc12	-4%	7%	.	4%	-6%	5.7%	8%	1.8%	4%
O=C(CN(Cc1ccccc1Cl)C(=O)c1ccc(CN2CCOCC2)o1)NCC1CCCO1 (stereo not drawn)	-9%	4%	-0.7%	9%	-6%	5.3%	1%	1.0%	5%
CCOC(=O)N1CCN(S(=O)(=O)c2ccc(C(=O)Nc3nnc(CSC)o3)cc2)CC1	0%	2%	-0.8%	7%	-5%	3.8%	8%	1.9%	-4%
Cc1cc(C)n(CC(C)NCc2c(C(=O)N3CCOCC3)nc3c(C)cccn23)n1 (stereo not drawn)	6%	9%	.	12%	-3%	-0.6%	1%	0.6%	-6%
Cc1c(C(=O)N2CCOCC2)[nH]c2c1C(=O)CC(c1ccc(Cl)cc1)C2 (stereo not drawn)	-4%	6%	-9.4%	17%	0%	0.7%	3%	0.1%	4%

Three entries from above, arranged by count of non-hydrogen atoms, highest first.
SMILES	Dengue-2 NS5 capping	Rac1 GTP hydrolysis	XIAP antagonists	SV40 large T antigen	LYP phosphatase	HIV fusion peptide	Siah-1 displacement	RSV CPE inhibition	AID2073	others
Cc1c(C(=O)N2CCOCC2)[nH]c2c1C(=O)CC(c1ccc(Cl)cc1)C2 (stereo not drawn)	-4%	6%	-9.4%	17%	0%	0.7%	3%	0.1%	4%
COC(=O)CC1c2ccccc2S(=O)(=O)N1Cc1ccccc1 (stereo not drawn)	-1%	9%	.	7%	-10%	1.8%	12%	-0.5%	-7%
Cc1ccc(S(=O)(=O)N2CCCC(C)C2)cc1 (stereo not drawn)	0%	7%	.	0%	-8%	-0.9%	-4%	0.6%	6%

Next records:
SMILES	Dengue-2 NS5 capping	Rac1 GTP hydrolysis	XIAP antagonists	SV40 large T antigen	LYP phosphatase	HIV fusion peptide	Siah-1 displacement	RSV CPE inhibition	AID2073	others
NCc1ccc(-c2nc3ccccc3o2)cc1	.	.	-6.6%	.	-13%	-1.7%	4%	.	-5%
CCCCNC(=O)CCC(=O)N1CCN(C(c2ccccc2)c2ccccc2)CC1	-5%	3%	.	10%	-9%	-0.2%	-1%	0.7%	6%	Dengue-2 NS5 capping pilot replicate=-2.1
COc1cccc(NC(=O)C(OC(=O)c2cnc(C)cn2)c2ccccc2)c1 (stereo not drawn)	-5%	7%	.	9%	.	.	.	0.0%	.
COc1ccc(NCC(=O)N/N=C/c2cc([N+](=O)[O-])ccc2N2CCCC2)cc1	.	.	-5.6%	6%	8%	-2.9%	-2%	1.4%	15%
O=C(c1ccc(F)cc1)N(C(=O)c1ccc(F)cc1)c1ncccn1	-11%	4%	-5.9%	3%	0%	0.9%	4%	3.7%	17%
CCOC(=O)C1CCN(c2c(NCCC(C)C)c(=O)c2=O)CC1	5%	4%	.	7%	6%	-0.2%	2%	-0.4%	1%
CCOc1ccc(-c2cc(C(=O)NCCCN3CCN(CC)CC3)c3ccccc3n2)cc1	-3%	2%	-0.8%	17%	-2%	1.0%	14%	-3.8%	38%
COC(=O)C1CCN(C(=O)NC2CCCCC2)CC1	-3%	3%	2.8%	1%	-2%	1.7%	0%	1.7%	-12%
COc1cc(Br)cc2cc(C(=O)NCC3CCCO3)c(=O)oc12 (stereo not drawn)	?	4%	1.2%	6%	-3%	0.6%	1%	0.2%	5%
O=C(Nc1ccc(Cl)cn1)c1ccc2[nH]c(=O)c(=O)[nH]c2c1	-3%	15%	.	23%	-11%	-0.5%	-5%	-0.2%	13%

Hits appear at their usual frequency; 1.7% or so of the library scored in one or more.
